ZTA DNA inh – ZTA (EBV) inhibition in EBNA-1 counter-screen | P03206 | ZTA-DNA binding, fluorescence polarization | inhibition, % at 11 µM | actives 0.15% (n = 320,000) | AID 2234; in the data active = inhibition above about 33%
Target sequence (P03206 whole entry, looked up): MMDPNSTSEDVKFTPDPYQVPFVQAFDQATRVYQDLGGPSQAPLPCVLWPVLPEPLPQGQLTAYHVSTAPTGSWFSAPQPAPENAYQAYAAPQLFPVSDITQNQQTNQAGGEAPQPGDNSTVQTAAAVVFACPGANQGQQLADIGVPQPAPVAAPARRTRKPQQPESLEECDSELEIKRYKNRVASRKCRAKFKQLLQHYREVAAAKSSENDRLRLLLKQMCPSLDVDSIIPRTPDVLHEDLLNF
Yeast superoxide – lowers age-related superoxide in aged yeast cells; actives 0.18% (n = 330,000); S. cerevisiae aged cells, superoxide DHE fluorescence; stronger effect = lower value; superoxide response (% of plate mean), % at 10 µM;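 active = superoxide response under a set limit, about three screen SD below normal, cut at about 65% in these data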;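 also: yeast aged for seven days with compound at 30 °C before DHE staining; 100% = average MFI of all compound-treated wells on the plate with controls excluded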
Efflux pump inh – antifungal efflux pump inhibition, Nile Red retention; inhibition, % at 10 µM; S. cerevisiae Candida pump triplex; actives 0.44% (n = 330,000);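 active = plate passing quality check with inhibition over a set limit, or well fluorescence over plate mean plus 4 SD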;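 also: Nile Red retained in pooled yeast measured as flow cytometry median fluorescence; 0% = buffer negative control and 100% = Enniatin B positive control; higher means more Nile Red kept so more efflux inhibition; some compounds called inactive have numbers as strong as hits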
Fam108B counter – blocks mouse Fam108B hydrolase in RBBP9 counter-screen; recombinant Fam108B, FP-Rh probe fluorescence polarization; inhibition, % at 9.51 µM; actives 0.33% (n = 300,000);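 active = inhibition above the screen mean inhibition plus 3 SD, computed separately per campaign, cut at about 18% in these data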;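 also: inhibitors lower polarization as less probe binds the enzyme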
MCL1-BIM inh – inhibitors of human MCL1 binding to BIM-BH3 peptide; actives 0.68% (n = 320,000); GST-MCL1 / FITC-Bim-BH3 fluorescence polarization; Q07820; inhibition, % at 10.9 µM;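 active = inhibition above the mean inhibition of all tested compounds plus 3 SD, set per campaign, cut at about 40% in these data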;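 also: 0% = DMSO wells and 100% = unlabeled Bim-BH3 peptide control; higher means more loss of mP so more displacement of Bim peptide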
Target sequence (Q07820 whole entry, looked up): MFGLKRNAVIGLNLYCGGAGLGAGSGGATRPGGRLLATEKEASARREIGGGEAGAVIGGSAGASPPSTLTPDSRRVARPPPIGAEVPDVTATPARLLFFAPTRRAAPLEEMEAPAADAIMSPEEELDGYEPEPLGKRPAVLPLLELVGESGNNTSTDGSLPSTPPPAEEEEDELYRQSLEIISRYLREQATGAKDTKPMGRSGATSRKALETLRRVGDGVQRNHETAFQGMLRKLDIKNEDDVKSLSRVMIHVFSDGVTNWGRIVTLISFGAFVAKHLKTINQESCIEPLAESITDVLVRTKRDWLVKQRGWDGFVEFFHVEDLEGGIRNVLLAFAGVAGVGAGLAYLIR
MEX-5 binding – C. elegans MEX-5 TCR-2 RNA binding activity; Q9XUB2; MEX-5/FITC-TCR2 RNA binding, fluorescence polarization; stronger effect = lower value; activity score (negative = inhibition of binding), % at 10 µM; actives 0.38% (n = 300,000); AID 1832;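 active = inhibition past about -25% in most replicates, and total fluorescence under double the plate's negative control median, limit read from the data; inconclusive = replicates evenly split on the limit, or fluorescence at least double controls; inactive = too little inhibition in most replicates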;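 also: 0% = DMSO and -100% = 5 µM competing unlabeled TCR2 RNA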
GLD-1 TGE inh – GLD-1-TGE RNA interaction inhibition (C. elegans) | Q17339 | inhibition, % at 5.96 µM | actives 0.44% (n = 320,000) | purified GLD-1 + fluorescein TGE RNA, fluorescence polarization;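 active = percent inhibition above a per-plate cutoff, the plate mean of test compounds plus 3 SD, cut at about 30% in these data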;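 also: 0% = DMSO wells with GLD-1 and probe and 100% = wells lacking GLD-1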
EBNA-1 inhibitor – blocks EBNA-1 binding to DNA; EBNA-1 DNA binding, fluorescence polarization; inhibition, % at 14.8 µM; actives 0.34% (n = 300,000); in the data active = inhibition above about 28%
BCLXL inh – blocks human Bcl-xL binding to Bim BH3 peptide; Q07817; GST-Bcl-xL / FITC-Bim BH3 peptide fluorescence polarization; inhibition, % at 10.9 µM; actives 0.7% (n = 320,000);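 active = inhibition above the mean of all tested compounds plus 3 SD, cutoff set per campaign, cut at about 30% in these data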;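 also: 0% = DMSO wells and 100% = unlabeled Bim-BH3 peptide competitor; inhibitors lower millipolarization by displacing the labeled peptide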
Target sequence (Q07817 whole entry, looked up): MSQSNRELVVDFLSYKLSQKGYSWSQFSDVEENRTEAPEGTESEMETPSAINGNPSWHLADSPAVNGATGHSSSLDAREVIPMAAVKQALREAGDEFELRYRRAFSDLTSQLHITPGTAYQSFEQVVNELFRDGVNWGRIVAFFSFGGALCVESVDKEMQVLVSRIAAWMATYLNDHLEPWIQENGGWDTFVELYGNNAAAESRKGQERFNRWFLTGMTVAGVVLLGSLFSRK
* marks the source's active call; other numbers are inactive results; ? = inconclusive; . = no result given.

Sample of the layout (3 entries):
SMILES	ZTA DNA inh	Yeast superoxide	Efflux pump inh	Fam108B counter	MCL1-BIM inh	MEX-5 binding	GLD-1 TGE inh	EBNA-1 inhibitor	BCLXL inh
CC1Sc2ccc(S(=O)(=O)CCC(=O)NCc3ccccc3Cl)cc2NC1=O (centres undefined)	-2	102	0.1	-4	6	-2.3	4	7	9
CCOC(=O)c1ccc[n+](CC(=O)c2ccccc2)c1	-22	112	-0.4	0	3	5.2	2	-3	2
COc1cccc(CNC(=O)c2ccc3nc[nH]c3c2)c1	-6	99	0.3	3	4	-1.7	-2	-16	4

The whole of this part (from the top)
SMILES	ZTA DNA inh	Yeast superoxide	Efflux pump inh	Fam108B counter	MCL1-BIM inh	MEX-5 binding	GLD-1 TGE inh	EBNA-1 inhibitor	BCLXL inh
CC1Sc2ccc(S(=O)(=O)CCC(=O)NCc3ccccc3Cl)cc2NC1=O (centres undefined)	-2	102	0.1	-4	6	-2.3	4	7	9
CCOC(=O)c1ccc[n+](CC(=O)c2ccccc2)c1	-22	112	-0.4	0	3	5.2	2	-3	2
COc1cccc(CNC(=O)c2ccc3nc[nH]c3c2)c1	-6	99	0.3	3	4	-1.7	-2	-16	4
CN1CCN(/N=C/c2ccc(-c3ccccc3)cc2)CC1	9	92	0.3	3	5	3.7	5	1	5
COc1ccc(NC(=O)CN2C(=O)NC(C)(C3CCCCC3)C2=O)c(OC)c1 (centres undefined)	-11	101	-0.2	.	-2	.	1	.	-3
CCOC(=O)C1CCCN(S(=O)(=O)c2ccc(-c3cc(C)no3)s2)C1 (centres undefined)	-2	114	-0.3	1	6	0.3	-2	-13	4
O=S(=O)(Nc1cccnc1)c1ccccc1	-14	99	-0.1	0	-8	2.7	6	-5	-3
CCn1c(SCC(=O)Nc2cccnc2Cl)nnc1-c1ccccc1	8	102	-0.2	4	-9	-1.7	1	6	2
CCOC(=O)C1CCN(c2ncnc3c2nnn3Cc2ccccc2Cl)CC1	3	77	-0.1	0	2	0.3	4	8	-2
CSc1ccc(/C=N/NC(=O)c2ccc(C)c(C)c2)cc1	2	104	0.1	2	-2	1.3	-6	-4	2
S=c1[nH]nc(-c2cc(-c3ccco3)[nH]n2)n1-c1cccc2ccccc12	6	99	-0.4	1	-9	0.5	-1	10	-3
CSCC[C@@H](Nc1nc(-c2ccccc2)nc2c1oc1ccccc12)C(=O)O	5	143	0.1	-4	-5	0.4	-3	-10	5
OC(COc1ccc(Br)cc1)CN1CCOCC1 (centres undefined)	-3	97	0.0	-1	4	-0.7	2	-12	4
CCOC(=O)c1ccc(CNC(=O)Cn2nnc(-c3ccccc3F)n2)o1	3	97	0.0	-3	1	-0.7	6	-1	7
Nc1sc(-c2ccccc2)n[n+]1Cc1cccc2cccnc12	-8	94	0.2	5	29	1.1	-3	6	0
CN1CCN(CC(=O)Nc2ccc(S(=O)(=O)N(C)C)cc2)CC1	-9	72	-0.2	2	7	-0.2	-4	5	5
CCOc1ccc2oc(C(=O)N(Cc3nnc(-c4ccccc4Cl)o3)C3CC3)c(C)c2c1	-12	106	0.0	0	-10	0.1	2	4	-11
Cc1ccc(NC(=O)COc2ccccc2C(=O)NCCc2ccccc2)cc1	6	104	0.0	-8	2	0.3	-2	6	6
COc1ccc(N2CCN(C(=O)Nc3cccc(C(F)(F)F)c3)CC2)cc1	-6	93	-0.1	1	-1	-0.4	1	6	1
CCn1c(SCC(=O)Nc2nc(C)cs2)nnc1C(NC(=O)c1ccccc1Cl)C(C)C (centres undefined)	11	107	-0.2	-6	-6	0.1	3	0	-1
CCCn1cc(SCC(=O)Nc2ccc3c(c2)OCO3)c2ccccc21	-6	105	0.2	-6	-13	1.7	-4	-11	-6
CCN(CC)S(=O)(=O)c1ccc2c(c1)c(=O)c(C(=O)NCc1ccc3c(c1)OCO3)cn2C	-21	97	0.2	-2	3	0.9	-3	-9	0
CC(=O)NC1(C(F)(F)F)C(=O)Nc2c1c(=O)[nH]c(=O)n2Cc1ccco1 (centres undefined)	-14	98	0.0	-2	-6	0.5	1	0	-1
O=C(CSc1nnc(-c2cnccn2)n1Cc1ccco1)c1ccc2ccccc2c1	6	82	0.2	-3	-5	-2.3	-7	4	-2
Cc1cccc(-n2nnnc2SCc2csc(-c3ccccc3)n2)c1	-1	103	-0.1	1	-5	1.8	1	-14	-3
Cc1cc([N+](=O)[O-])c(N2CCC[C@@H]2C(=O)O)c([N+](=O)[O-])c1	7	112	0.3	5	3	0.3	-4	-14	8
CC1(C(=O)N2CC3(CC(c4cccc([N+](=O)[O-])c4)=NO3)C[C@H]2C(=O)NCC(N)=O)CC1 (some centres undefined)	7	122	0.3	10	7	-1.0	-10	-8	10
CCOC(=O)c1ccc(NCCOC)c([N+](=O)[O-])c1	4	97	-0.1	0	8	-0.6	4	3	9
CCOc1ccccc1N1CCN(C(=O)c2ccccc2)CC1	-7	99	-0.1	6	-2	1.5	5	-1	3
O=C1C=C(c2cc3ccccc3s2)C[C@@H](c2ccc(F)cc2)C1	-25	94	0.1	.	-3	.	-4	.	2
O=C(CN1C(=O)NC2(CCc3ccccc32)C1=O)c1ccc(Br)cc1 (centres undefined)	-16	91	-0.1	-2	1	1.6	5	-3	-2
COc1ccc(CCNC(=O)CCCOc2cc(=O)n(C)c3ccccc23)cc1OC	11	112	0.0	-4	3	0.2	-4	-7	7
CC(C(=O)c1ccccc1)[n+]1cccc(C(N)=O)c1 (centres undefined)	2	140	-0.1	-2	-3	0.9	4	2	-2
CCOC(=O)c1ccc(NC(=O)COc2ccc(S(=O)(=O)N3CCCC3)cc2)cc1	11	82	-0.1	-2	4	-4.4	5	2	4
COc1ccccc1-n1cc2ccc([N+](=O)[O-])cc2n1	-17	77	-0.3	-1	1	1.5	3	-3	5
O=c1cc(NCc2ccccc2)[nH]c(=O)[nH]1	7	97	-0.1	1	-1	-1.4	0	-4	-3
COc1ccc(CN(C)CC(=O)Nc2ccccc2C(F)(F)F)cc1	-2	105	0.2	3	8	-1.1	1	-4	4
CC(C)[C@H](NC(=O)c1ccccc1Cl)C(=O)OCc1cc([N+](=O)[O-])cc2c1OCOC2	-5	89	0.0	0	-15	2.0	0	-3	1
O=C(Nc1ccccc1F)c1ccc(COc2ccc(Cl)cc2Cl)o1	-7	102	0.0	-8	1	-1.0	0	-7	0
Cc1nc2nc(SCC(=O)NCc3ccco3)nn2c(C)c1Cc1ccccc1	10	101	0.1	5	18	2.2	-3	-17	10
CC(C)CN(C(=O)COC(=O)c1cccnc1Cl)c1c(N)n(Cc2ccccc2)c(=O)[nH]c1=O	-17	111	-0.1	3	3	1.5	4	-10	-8
Cc1csc(=O)n1CCC(=O)OCc1nnc(-c2ccccc2)o1	-3	108	0.0	0	2	0.1	6	-7	4
O=c1[nH]c(=O)n([C@H]2C[C@H](O)[C@@H](CO)O2)cc1I	16	87	0.6	4	-4	.	4	5	1
c1ccc(C(c2c[nH]c3ccccc23)c2c[nH]c3ccccc23)nc1	1	109	-0.1	9	7	-0.7	-8	2	2
COc1cccc(NC(=O)C2C3C=CC4(O3)C2C(=O)N(C(C)C)C4C(=O)NC2CCCCC2C)c1 (centres undefined)	-5	92	0.1	3	3	0.6	-8	7	2
CSc1nc(N)c(C(=O)NC2CCCCC2)s1	1	91	0.1	1	-3	-0.6	3	-4	1
O=C1CN(C(=O)NCC(=O)N[C@@H](Cc2ccccc2)C(=O)O)c2ccccc2N1	0	122	0.5	-1	2	2.1	-5	-5	2
COC(=O)c1ccc(CSCc2ccc(C(=O)OC)o2)o1	-6	118	0.4	2	1	0.0	0	-2	3
Cc1cc(=O)oc2cc(OC(C)C(=O)NCCCN3CCCC3=O)c(Cl)cc12 (centres undefined)	-10	101	-0.1	0	5	0.2	-4	-16	-2
CN(CCOCCOc1ccc2ccccc2c1)Cc1ccccc1	3	104	0.2	0	8	-0.5	-6	-14	3
Cc1csc(=O)n1CCC(=O)OCC(=O)Nc1cc(Cl)ccc1[N+](=O)[O-]	-32	131	0.1	-3	0	1.1	5	-7	-1
COc1cc(C)c(Cl)cc1S(=O)(=O)NCCN1CCOCC1	-15	137	0.4	-3	-3	0.6	5	-8	-8
Brc1ccc(-n2cccc2/C=N/n2cnnc2)cc1	9	97	0.0	0	-3	-1.7	2	3	11
CCn1nc(C)c(/C=N/NC(=O)Cn2nccc2C)c1C	10	91	0.2	-3	2	3.4	4	-22	4
COc1cc([C@@H]2CC=C(C(=O)O)[C@H](c3ccccc3)N2S(=O)(=O)c2ccc(C)cc2)cc(OC)c1OC	-11	94	0.1	3	0	.	0	8	4
COc1ccc(Cc2nnc(SCC(=O)c3ccc4c(c3)OCO4)o2)cc1	-1	107	0.0	2	-13	0.3	4	5	-9
Cc1cc(C)nc(SCC(=O)Nc2ncccn2)n1	2	84	0.3	3	8	-1.9	1	-4	6
C=CCn1c(=S)[nH]c2nc3c(cc2c1=O)COC(C)(C)C3	-7	111	0.1	-2	5	?	6	7	2
Cc1ccc(NC(=O)CN2C(=O)S/C(=C\c3cccn3-c3cccc(C(=O)O)c3)C2=O)c(C)c1	4	110	0.4	-33	1	-7.9	-4	-5	0
CCOc1cccc(C(=O)NC(=S)Nc2cccnc2)c1	-3	103	0.2	1	10	1.9	0	2	9
Following part:
SMILES	ZTA DNA inh	Yeast superoxide	Efflux pump inh	Fam108B counter	MCL1-BIM inh	MEX-5 binding	GLD-1 TGE inh	EBNA-1 inhibitor	BCLXL inh
CCOC(=O)C1=C(C)NC(C)=C(C(=O)OCC)C1C(=O)OCC(=O)N1c2ccccc2CC1C (centres undefined)	-9	90	0.0	4	4	-1.2	2	6	3
CCOC(=O)C1=C(CS(=O)(=O)c2ccccc2)NC(=O)NC1c1cc(OC)c(O)c(OC)c1 (centres undefined)	13	99	0.0	3	-1	-1.9	2	5	1
CCOc1ccc(NC(=O)CN(C)C(=O)CC(NC(=O)c2ccccc2)c2ccccc2)cc1OCC (centres undefined)	-6	121	0.4	-4	6	4.0	6	2	7
C/C(=N\NC(N)=O)c1ccc(-n2ccnc2)cc1	-5	111	0.0	-1	1	1.2	-5	-14	-1
O=c1[nH]cnc2c1C(c1ccccc1[N+](=O)[O-])c1c(nc[nH]c1=O)O2	-11	94	0.2	1	7	-1.1	2	5	14
CCOC(=O)CC(=O)c1sc2c(c1N)c(=O)[nH]c(=O)n2-c1ccc(OC)cc1	-7	101	-0.1	5	-2	0.2	1	-10	2
CCOC(=O)CSc1nc(=O)n2ccccc2n1	-6	91	-0.1	2	5	0.6	1	11	4
COc1ccc(CCNC(=O)CC(c2ccccc2)c2cccc(C)c2O)cc1OC (centres undefined)	10	116	-0.1	-2	0	0.5	0	2	7
O=C(NC1CCCC1)c1cc2c(=O)n3ccccc3nc2s1	-5	120	-0.1	.	-1	.	2	.	-2
O=C(CNS(=O)(=O)c1ccc(F)c(Cl)c1)N1CCCCCC1	-13	108	-0.5	0	4	3.6	3	-5	2
Cc1[nH]c(C)c(S(=O)(=O)NCCc2ccccc2)c1C(=O)N1CCCCC1	-6	85	-0.1	1	-10	-1.8	-3	-4	-3
O=C1CC(c2ccncc2)c2cc3c(cc2N1)OCO3 (centres undefined)	10	90	0.0	4	1	-0.8	0	1	1
Cc1cccc(NC(=S)N(CCCN2CCOCC2)C(C)c2cc3ccccc3o2)c1 (centres undefined)	0	91	0.1	-3	2	-1.0	4	-2	5
COc1ccccc1OCC(=O)N(Cc1nc(-c2ccccc2)no1)C(C)C	-12	97	0.1	1	5	1.5	-3	-8	3

From PubChem
